# High-throughput results as filed in PubChem BioAssay.
# G9a inh = blocks human histone lysine methyltransferase G9a | G9a H3K9 monomethylation, AlphaScreen, 2 h | actives 8.8% (n = 350,000) | Potency, µM (series often up to 102 µM), for inactives: at the highest dose activity, negative = inhibition, most hits filed as inhibitors | Q96KQ7; note: % is set by controls: 0 for no effect and ±100 for the full control effect; nearly all actives have a fitted effect of over 75% in size
#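 Methyltransferase reactions run at room temperature for 2 h (20 nM enzyme, 500 nM biotin-H3K9 peptide, 20 uM SAM) after a 15 min compound preincubation; product detected by AlphaScreen beads and anti-H3K9me1 antibody.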
# BAZ2B block = BAZ2B (human) inhibition | Q9UIF8 | actives 4.4% (n = 360,000) | Potency, µM (series often up to 114 µM), for inactives: top-dose activity change, negative = inhibition, hits mostly inhibitors | AlphaScreen BAZ2B-H3K14Ac peptide displacement; note: % is set by controls: 0 for no effect and ±100 for the full control effect; nearly all actives have a fitted effect of over 60% in size
#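 In this displacement format the biotinylated H3(5-23) peptide acetylated at Lys14 serves as ligand at 50 nM, with BAZ2B at 50 nM in PBS pH 7.4 containing 0.01% Tween-20. Donor and acceptor beads are 10 ug/mL final.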
# GLS inhibitor = inhibitors of human glutaminase (GLS); GLS enzymatic activity, qHTS titration; actives 0.21% (n = 410,000); O94925; Potency, µM (highest dose often 45.5 µM), without a hit: at the highest dose activity change, negative = inhibition, most hits filed as inhibitors; note: % is set by controls: 0 for no effect and ±100 for the full control effect
#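 Compounds were pin-transferred onto hKGA, after which L-glutamine (1 mM solution) and a detection mix of glutamate oxidase, HRP and Amplex Red were added. Initial and 30 min RT fluorescence reads were collected.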
# BLM helicase inh = Bloom syndrome helicase (human) inhibition; Potency, µM (series often up to 56.1 µM), without a hit: at the top dose activity change, negative = inhibition, most hits filed as inhibitors; recombinant BLM DNA unwinding, fluorescence dequenching; AID 2528; actives 0.2% (n = 350,000); P54132;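 note: plate controls were vehicle for no effect and no enzyme for full effect; nearly all actives have a fitted effect of over 35% in size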
# Target sequence (P54132 whole entry, looked up): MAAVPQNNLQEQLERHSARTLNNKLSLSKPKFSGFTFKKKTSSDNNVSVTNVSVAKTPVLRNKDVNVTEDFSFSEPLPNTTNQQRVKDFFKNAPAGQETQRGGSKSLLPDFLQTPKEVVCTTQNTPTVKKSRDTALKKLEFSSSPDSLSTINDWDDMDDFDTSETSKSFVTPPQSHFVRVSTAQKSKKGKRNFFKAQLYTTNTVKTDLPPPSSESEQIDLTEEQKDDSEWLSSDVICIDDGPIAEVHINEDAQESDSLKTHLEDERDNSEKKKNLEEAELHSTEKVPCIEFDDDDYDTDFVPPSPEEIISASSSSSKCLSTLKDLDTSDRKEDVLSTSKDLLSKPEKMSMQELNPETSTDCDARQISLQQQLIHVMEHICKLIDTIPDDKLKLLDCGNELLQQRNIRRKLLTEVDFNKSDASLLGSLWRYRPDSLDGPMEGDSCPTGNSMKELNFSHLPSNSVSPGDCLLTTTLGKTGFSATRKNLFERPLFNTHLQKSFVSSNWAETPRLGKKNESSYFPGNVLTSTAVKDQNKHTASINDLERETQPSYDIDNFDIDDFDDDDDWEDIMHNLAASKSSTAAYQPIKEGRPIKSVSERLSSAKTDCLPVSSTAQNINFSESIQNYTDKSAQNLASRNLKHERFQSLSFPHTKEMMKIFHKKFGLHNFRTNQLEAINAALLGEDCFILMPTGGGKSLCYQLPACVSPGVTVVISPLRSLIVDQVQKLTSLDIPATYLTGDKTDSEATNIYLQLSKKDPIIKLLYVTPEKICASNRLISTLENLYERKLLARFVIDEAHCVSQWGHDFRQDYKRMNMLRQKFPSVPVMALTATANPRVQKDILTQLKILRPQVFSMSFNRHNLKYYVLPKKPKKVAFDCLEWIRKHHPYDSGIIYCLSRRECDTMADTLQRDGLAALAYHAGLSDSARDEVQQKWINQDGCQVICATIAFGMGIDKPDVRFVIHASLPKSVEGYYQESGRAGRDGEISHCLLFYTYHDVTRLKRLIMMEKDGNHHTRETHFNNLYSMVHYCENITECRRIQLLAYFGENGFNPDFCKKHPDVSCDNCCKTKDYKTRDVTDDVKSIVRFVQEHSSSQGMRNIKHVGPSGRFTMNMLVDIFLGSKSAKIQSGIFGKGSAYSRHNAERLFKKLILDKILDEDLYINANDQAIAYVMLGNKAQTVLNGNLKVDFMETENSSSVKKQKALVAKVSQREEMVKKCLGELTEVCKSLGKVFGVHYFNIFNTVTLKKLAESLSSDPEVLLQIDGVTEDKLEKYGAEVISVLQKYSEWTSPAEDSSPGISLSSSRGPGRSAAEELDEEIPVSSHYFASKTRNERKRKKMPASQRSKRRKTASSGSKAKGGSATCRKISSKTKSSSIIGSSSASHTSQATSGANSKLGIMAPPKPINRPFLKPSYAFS
# Pin1 inh = human Pin1 inhibition; Q13526; Pin1 FP peptide displacement, HiFluor488, 10 min; Potency, µM (series often up to 115 µM), without a hit: at the top dose activity, negative = inhibition, hits mostly inhibitors; actives 0.009% (n = 390,000); active = well fitted inhibition curve with a large enough effect in the polarisation, with a control signal flat, not every such curve was filed as active; inconclusive = small, poorly fitted or top-dose-only effect, or effect the other way, or a change in a side signal; inactive = no such curve, though single readings can be large or run the other way; the % refers to the polarisation; note: % is set by controls: 0 for no effect and ±100 for the full control effect
# HP1b chromo inh = inhibitors of HP1-beta chromodomain binding to methylated histone tails; AlphaScreen HP1-beta / biotin-H3K9me3 peptide binding; Potency, µM (highest dose often 114 µM), for inactives: top-dose activity change, negative = inhibition, actives largely listed as inhibitors; actives 0.56% (n = 390,000); AID 540317; note: nearly all actives have a fitted effect of over 70% in size; inactives centre near 23
#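 Compound inhibition of the preformed complex between 50 nM HP1-beta and 50 nM biotinylated H3K9me3 peptide was read by AlphaScreen. Buffer was PBS pH 7.4 with 0.01% Tween-20. Incubations ran 30 min at room temperature, with 10 ug/mL donor/acceptor beads.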
# JMJD2A Tudor = JMJD2A Tudor domain (human) inhibition; AlphaScreen JMJD2A-Tudor / H3K4me3 peptide binding; Potency, µM (doses to about 114 µM), for inactives: at the top dose activity change, negative = inhibition, usual class: inhibitors; actives 4.4% (n = 390,000); AID 504339; note: % is set by controls: 0 for no effect and ±100 for the full control effect; nearly all actives have a fitted effect of over 50% in size
# Tb PGK inh = blocks T. brucei phosphoglycerate kinase. P07378. PGK/GAPDH coupled, Kinase-Glo luminescence, 60 min. Potency, µM (highest dose often 57.5 µM), inactives show at the highest dose activity change, negative = inhibition, most hits filed as inhibitors. actives 0.043% (n = 380,000). AID 602233; note: % is set by controls: 0 for no effect and ±100 for the full control effect; nearly all actives have a fitted effect of over 60% in size
#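 Recombinant glycosomal PGK reaction used 1,3-bisphosphoglycerate generated in-well by GAPDH (100nM final) in 100mM TEA pH 7.6, 5mM MgCl2, 0.01% Tween-20. After 60 minutes at room temperature, ATP was read by Kinase-Glo Plus luminescence end-point.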
# POLI inh = inhibitors of human DNA polymerase iota; Q9UNA4; Pol iota fluorescent replication assay, 10 min; Potency, µM (highest dose often 115 µM), for the others: top-dose activity, negative = inhibition, usual class: inhibitors; actives 1% (n = 390,000); AID 588590
#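 Pol iota at 10 nM preincubated 15 min with compounds at room temperature; reaction started with fluorescent substrate, 50 nM final. Fluorescence read kinetically at 0 and 10 min; buffer-only wells as negative control.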
# Starred values were filed as active, the others as inactive; i = inactive; ? = inconclusive; . = not tested or not shown; & = joins results of further samples; [ ] = another dose, or the depositor's remark. Unless noted, calls come from the whole dose curve; as a rule, active = well fitted curve in the direction sought with a large enough effect; inconclusive = small, poorly fitted or top-dose-only effect, or another doubt; inactive = no such curve, though single readings can be large; an effect the other way counts as inactive or inconclusive. Potency is the fitted concentration of half-maximal effect.
Compound | G9a inh | BAZ2B block | GLS inhibitor | BLM helicase inh | Pin1 inh | HP1b chromo inh | JMJD2A Tudor | Tb PGK inh | POLI inh
COc1ccc(Br)cc1CN(C)CC(=O)Nc1cc(Cl)ccc1Cl | 65.5%[activator] | 57.7%[activator] | 1.3% | -4.1% | -4.8% | 100.3%[activator] | 43.6%[activator] | -5.0% | 27.0%
Fc1ccc(/C=N/n2c(C3CCCCC3)n[nH]c2=S)cc1 | 7.08µM* | -37.7% | -26.6% | -5.3% | 2.4% | ? | 56.2µM* | -3.1% | 12.6%
O=S(=O)(c1ccc2c(c1)OCCO2)N1CCN(CCc2ccccc2)CC1 | . | . | . | . | -1.5% | -15.7% | ? | . | -24.9%
C=CCc1c(Cl)nc(C)nc1NCc1ccccc1 | . | 4.4% | -20.0% | -2.4% | -1.7% | 65.0%[activator] | 9.6% | -8.3% | 0.9%
COc1ccc(Cl)cc1-n1cc(-c2ccccc2)nc1SCC(=O)Nc1ccc(C)cc1 | ? | ? | -11.1% | -8.2% | 17.2% | 2.3% | ? | -9.6% | 17.0%
CC1=NN(C(=S)Nc2ccccc2)C(c2ccccc2)C1 (configuration not stated) | 0.4%[59 µM] | 2.6% | 8.1% | -0.5% | 5.9% | 14.4% | -6.2% | -8.6% | -12.4%
Cc1ccc(CCNC(=O)c2oc(=O)c3ccccc3c2-c2ccc(C)cc2)cc1 | 6.7%[59 µM] | . | 1.6% | -8.0% | 1.2% | 42.3%[activator] | 6.0% | -3.0% | 24.6%
O=C(N/N=C/C(Cl)=C\c1ccccc1)c1cnccn1 | -10.2% | 1.5% | 11.3% | 3.3% | 6.8% | 16.7% | -5.0% | i | -23.5%
CC(OC(=O)CCN=C1NS(=O)(=O)c2ccccc21)C(=O)Nc1ccc(F)cc1 (configuration not stated) | 0.3% | -0.7% | 2.8% | . | 2.6% | 48.2%[activator] | -6.9% | 9.4% | 106.1%[activator]
COc1ccc(C2/C=C\CN(C(=O)C3CC3)C(C)C(=O)N2Cc2ccc(F)cc2)cc1 (configuration not stated) | . | . | . | -4.3% | -5.1% | 49.9%[activator] | -22.1% | . | -10.2%
CC(=O)Oc1cccc(NC(=O)c2cccc(C(=O)Nc3cccc(OC(C)=O)c3)c2)c1 | ? | -10.6% | -9.8% | -10.5% | 2.5% | 16.4% | -19.0% | i | 14.4%
CC1(C)C[C@@H](O)CC2(C1)C[C@]1(C)CC(O)[C@H]2C(C)(C)C1 (some centres not stated) | . | . | -0.3% | . | -5.1% | 36.2% | -13.8% | -3.2% | 43.0%[activator]
CN(C)c1nnnn1-c1ccc(Cl)cc1 | 1.8% | -1.8% | -0.4% | -1.4% | 0.6% | 1.3% | 3.4% | 19.4% | 23.9%
Cc1ccc(C2=NN(S(=O)(=O)c3ccccc3)C(c3ccccc3O)C2)cc1 (configuration not stated) | ? | -12.7% | -3.1% | -14.1% | 69.8%[activator] | -2.6% | -27.2% | i | 29.3%
COCc1nnc(NC(=O)CCCOc2ccccc2)s1 | 4.7%[12.7 µM] | -1.9% | 0.7% | -1.7% | -1.9% | 36.8%[activator] | -26.1% | -0.4% | 18.7%
CCCSc1nnc(NC(=O)Cc2coc3cc(C)ccc23)s1 | -4.0%[59 µM] | 2.1% | 9.3% | 0.9% | ? | 32.6% | -12.8% | -3.0% | 1.1%
NC(=O)C1CCCN(C(=O)c2ccc3nc(Cc4cccc(Cl)c4)oc3c2)C1 (configuration not stated) | 0.0%[59 µM] | 0.6% | -0.1% | -2.6% | 2.6% | 25.0% | 0.0% | 9.7% | 9.8%
COc1ccc(S(=O)(=O)NNC(=O)c2cc3c4ccccc4n(C)c3s2)cc1 | 1.6% | -23.4% | 33.4%[activator] | -2.7% | 0.6% | 18.8% | ? | 2.3% | 14.1%
Cn1ncc(Cl)c1C(=O)N/N=C/c1cccc(OC2CSC2)c1 | 0.6% | 79.4µM* | ? | 3.0% | -2.8% | 37.4% | -18.8% | -2.4% | 91.7%[activator]
CC(C)OCCCNC(=O)CCCn1c(SCC(=O)c2ccc(F)cc2)nc2c(sc3ccccc32)c1=O | -30.5%[59 µM] | -4.1% | -7.4% | -1.2% | -2.5% | 26.6% | -14.1% | 12.9% | 16.8%
CCCCS(=O)(=O)/C=C/[C@H]1[C@H](S(=O)(=O)CCCC)[C@H]2C=C[C@@H]1C2 | ? | 3.1% | -1.3% | 3.9% | 65.6% | 54.4%[activator] | -13.0%[57.1 µM] | 5.2% | -3.5%
COCCNC(=S)Nc1cc2oc3ccccc3c2cc1OC | 7.7% | -34.9% | 18.7% | -5.3% | -8.5% | 0.2% | ? | -9.9% | 27.9%
Oc1c(C(c2ccc(F)cc2)N2CCc3ccccc3C2)sc2ncnn12 (configuration not stated) | 7.94µM* | 9.7% | 11.0% | 1.1% | 1.4% | 22.4% | ? | 5.5% | 19.2%
CCOC(=O)N1CCN(c2c(NCCN(C)Cc3ccccc3)c(=O)c2=O)CC1 | 56.2µM* | -3.1% | 24.8% | -0.7% | -0.9% | 37.1%[activator] | -6.9% | i | 12.1%
COc1ccccc1N1CCN(C(=O)c2cc3c(s2)-c2ccccc2OC3)CC1 | 2.4% | -1.4%&-7.9% | 9.3%&-2.0% | -11.4%&-7.6% | -1.2%&1.6% | 41.8%&19.1% | -15.3%&-13.5% | 4.4%&-3.3% | -21.8%&-12.0%
N#C/C(=N/Nc1ccc([N+](=O)[O-])cc1)C(=N)N1CCCCC1 | ? | 35.5µM* | 10.1% | -7.3% | 44.1%[activator] | ? | 56.2µM* | -6.2% | -4.1%
COc1ccc(CNC(=O)Cc2ccc(NC(=O)N3CCSc4ncccc43)cc2)cc1OC | -3.7%[59 µM] | -4.8% | -9.1% | -2.0% | -10.2% | 0.8% | -8.3% | -5.6% | -4.3%
Cc1ccc(/C=N/Nc2nc3ccccc3[nH]2)s1 | 22.2%[59 µM] | ? | 35.5%[activator] | 1.5% | -0.9% | -21.4% | ? | -6.2% | -10.0%
CCOc1ccc(CN(C)C(=O)CNC(=O)c2cc(OC)c(OC)c(OC)c2)cc1 | 7.9%[2.33 µM] | 7.0% | -8.5% | -1.9% | 10.5% | 15.3% | -13.1% | . | -14.1%
COc1ccc(OC)c(N(CC(=O)NCCSCc2ccco2)S(=O)(=O)c2ccc(OC)c(OC)c2)c1 | . | 3.4% | 4.2% | -1.9% | 5.5% | 12.1% | -5.9% | 4.0% | 4.5%
O=C(O)c1ccc(COc2ccc(CO)cc2Cl)cc1 | -34.5%[12.7 µM] | -26.1% | 7.1% | 0.9% | -5.6% | 14.4% | -33.7% | . | 14.5%
COc1ccc(-c2nnc(SCC(=O)NC3CC3)o2)c(OC)c1 | -32.9% | 7.7% | 12.4% | . | 2.8% | 17.1% | -4.1% | 8.4% | 4.3%
C=CCn1c(=O)c2ccccc2n2c(SCC(=O)NCc3cccs3)nnc12 | 24.4%[59 µM] | -2.1% | 0.6% | 2.7% | -3.6% | 18.7% | 1.9% | -5.2% | -12.6%
COc1ccc(CCNC(=O)C2CC3Cn4c(nc5cc(Cl)c(Cl)cc54)C3N2C)cc1 (configuration not stated) | -4.9%[12.7 µM] | 0.8% | 1.6% | -0.4% | 0.5% | 39.6%[activator] | -4.9% | -0.9% | 8.1%
Cc1ccc([N+](=O)[O-])cc1N/C=C1\CCCCC1=O | -26.0%[59 µM] | ? | 0.8% | -8.3% | ? | 34.5% | 8.2% | -7.3% | 42.2%[activator]
CC(=O)Nc1ccc(NC(=O)c2cc(=O)c3cc(C)cc(C)c3o2)cc1 | 11.0% | 0.6% | 11.7% | -1.3% | -6.7% | 41.8%[activator] | -13.7% | 3.2% | -12.2%
CCOC(=O)c1ccc(NC(=S)NC(=O)COc2ccccc2)cc1 | 22.2%[59 µM] | -2.0% | 17.6% | -5.0% | 7.2% | 10.3% | 1.5% | 5.0% | 5.5%
CCOc1ccc(N(C)S(=O)(=O)c2ccc(-c3ccc(=O)[nH]n3)s2)cc1 | -8.2% | -29.7% | 3.7% | 1.1% | 39.9%[activator] | 30.2% | -26.7% | 5.5% | 4.1%
CCCCCCCCCCCCCCCC[N+](C)(C)CCN(Cc1ccc(OC)cc1)c1ncccn1 | -32.9%[59 µM] | 9.3% | ? | -0.4%[21.4 µM] | 60.0%[activator] | -24.8% | ? | -1.9% | -34.3%
COc1cc(OC)cc(C(=O)NCCC(c2ccccc2)c2ccccc2)c1 | 36.7% | 30.2%[activator] | 0.3% | -10.5% | 1.2% | 33.3%[activator] | -1.7% | -5.9% | -20.2%
C=CCn1c(SCC(=O)NC(=O)NC2CCCC2)nnc1C1CCCCC1 | 10.8%[59 µM] | -2.3% | 1.4% | -7.6% | -2.6% | 27.5% | -13.7% | -2.3% | 3.3%
Cc1ccc(C)c(C(=O)N2CCN(c3ncccn3)CC2)c1 | 35.9% | 3.0% | 0.7% | -6.1% | -2.8% | 19.5% | -8.5% | -2.4% | -9.2%
O=C(N/N=C/c1ccccc1O)c1cccc2ccccc12 | . | 5.8% | -11.0% | -2.5% | -12.2% | 36.9% | -9.6% | 2.2% | -9.9%

# Entries of single compounds as entered above.
# `Cc1ccc([N+](=O)[O-])cc1N/C=C1\CCCCC1=O` across the screens: G9a inh = -26.0%[59 µM]; BAZ2B block = ?; GLS inhibitor = 0.8%; BLM helicase inh = -8.3%; Pin1 inh = ?; HP1b chromo inh = 34.5%; JMJD2A Tudor = 8.2%; Tb PGK inh = -7.3%; POLI inh = 42.2%[activator]
# `Oc1c(C(c2ccc(F)cc2)N2CCc3ccccc3C2)sc2ncnn12` (configuration not stated) across the screens: G9a inh = 7.94µM*; BAZ2B block = 9.7%; GLS inhibitor = 11.0%; BLM helicase inh = 1.1%; Pin1 inh = 1.4%; HP1b chromo inh = 22.4%; JMJD2A Tudor = ?; Tb PGK inh = 5.5%; POLI inh = 19.2%
# `COc1ccc(Cl)cc1-n1cc(-c2ccccc2)nc1SCC(=O)Nc1ccc(C)cc1` across the screens: G9a inh = ?; BAZ2B block = ?; GLS inhibitor = -11.1%; BLM helicase inh = -8.2%; Pin1 inh = 17.2%; HP1b chromo inh = 2.3%; JMJD2A Tudor = ?; Tb PGK inh = -9.6%; POLI inh = 17.0%

# Only part of the results is shown; the hit share may differ from the screen's.
